Assay outcomes deposited in PubChem by Broad Institute.
PglD DTNB = blocks C. jejuni PglD acetyltransferase activity; purified PglD enzyme, DTNB colorimetric CoA detection; inhibition, % at 12.5 µM; 0.098% of 360,000 active; in the data active means inhibition above about 16%, passing the limit was not always enough; further: strong numbers were not always called active
LGR2 inh = blocks bursicon-induced cAMP signaling via Drosophila LGR2; 0.35% of 380,000 active; HEK293 LGR2, CRE-luciferase, bursicon-stimulated, 4 h; inhibition, % at 9.99 µM;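 active means drop in luminescence signal, shown as inhibition above about 50% in the replicate tests, limit read from the data, passing the limit was not always enough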;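 further: agonist challenge used bursicon conditioned medium at about half maximal strength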
ARNT-TACC3 inh = ARNT/TACC3 interaction disruption; Q9Y6A5; 0.66% of 390,000 active; inhibition, % at 9.99 µM; AlphaScreen His-ARNT PAS-B/GST-TACC3 binding, luminescence; TACC3 fragment carries E629A point mutation;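 active means mean inhibition of replicates at least 50% and at least half of replicates each reaching 50%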;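 further: 0% = complete ARNT plus TACC3 wells and 100% = ARNT alone without TACC3; many hits fall short of the cut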
Cneo AK release = causes C. neoformans cell lysis | AID 651654 | 0.2% of 360,000 active | adenylate kinase release luminescence, 4 h; normalised: neutral wells 0, clomiphene wells 100 | lysis activity, % at 15 µM;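 active means mean lysis activity across replicates of at least 80%, whatever share of replicates individually reach that level; inactive means mean lysis activity below 80%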
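Material: C. neoformans cells; Schedule: 4 h static compound exposure, 37 °C, read 1 h post-reagent; Measured by: adenylate kinase release luminescence; Read-out: signal increase indicating cell lysis; Controls: Clomiphene as positive lysis control.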
C2C12 statin = suppressors of simvastatin-induced myotoxicity in C2C12 myotubes | rescue of ATP level, % at 7.49 µM | ATP luminescence, 48 h; scaled: DMSO 0, geranylgeraniol control 100 | 0.78% of 330,000 active | AID 602340;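 active means mean ATP rescue above about 67%, or every replicate alone reaching that limit, limit read from the data, passing the limit was not always enough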;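 further: myotubes were challenged with 10 µM simvastatin during compound exposure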
PAX8 inh HTS = inhibitors of PAX8 transcriptional activity in RMG-I cells; RMG-I TPO-luciferase reporter, SteadyGlo, 24 h; inhibition, % at 12.6 µM; 1.2% of 360,000 active;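 active means mean replicate inhibition at least 60% with every replicate also reaching 60%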;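 further: luciferase light reporting Pax8 driven TPO promoter activity; plate controls were median of neutral control wells for no effect and mitoxantrone controls for full effect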
PGC1a acetyl inh = PGC1a acetylation modulation, inhibitor mode | U2OS PGC1a acetylation, AlphaScreen anti-acetyl-lysine; with virally co-expressed GCN5 acetyltransferase | 0.17% of 350,000 active | inhibition, % at 15.6 µM;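 active means every replicate shows inhibition of at least 40%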;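 further: 0% = neutral control wells and 100% = positive control wells; some results beyond the cut were filed as inactive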
GSIS activator = primary screen for activators of insulin secretion dependent on glucose, INS-1E cells, GLuc reporter luminescence; activation, % at 16.6 µM; 0.61% of 370,000 active; INS-1E GLuc reporter insulin secretion, 2-3 h;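 active means lowest replicate activation of at least 40%, so every replicate reaches that level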;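 further: 0% = median of neutral control wells and 100% = median of IBMX positive control wells; some compounds called inactive have numbers as strong as hits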
The depositor's hits bear a star; nt = not tested or not shown. Outcome played no part in choosing rows, and some 2.9% of all compounds hit somewhere here.

SMILES | PglD DTNB | LGR2 inh | ARNT-TACC3 inh | Cneo AK release | C2C12 statin | PAX8 inh HTS | PGC1a acetyl inh | GSIS activator
Cc1ccc(NC(=O)C2Cc3ccccc3CN2C(=O)c2ccco2)cc1S(=O)(=O)N(C)C (stereo not drawn) | 3 | -14 | nt | -2 | -4 | -52 | nt | -11
COc1ccc(S(=O)(=O)Nc2ccc3c(c2)C(=O)N([C@H](C)CO)C[C@H](C)[C@H](CN(C)S(=O)(=O)c2c(C)noc2C)OCCCC[C@@H](C)O3)cc1 | -4 | 3 | 1 | 5 | nt | -24 | -8 | 9
CC(Sc1nc(NCc2ccccc2)nc(N2CCOCC2)n1)C(=O)Nc1ccccc1 (stereo not drawn) | -5 | nt | nt | -2 | -8 | nt | -7 | nt
O=C(NC1CCCCCCC1)NC1CCCCC1 | 6 | nt | -10 | 3 | nt | -192 | -3 | nt
COc1ncccc1-c1cc2nc(NCCCN(C)C)n(C)c(=O)c2s1 | -2 | 0 | nt | -1 | 0 | -31 | nt | -1
CC(C)Nc1nnc(SCc2cc(=O)n3ccsc3n2)s1 | nt | 11 | -4 | nt | nt | 11 | 3 | 13
O=S(=O)(NCc1cccnc1)c1ccc(Cl)c(Cl)c1 | 2 | -5 | -1 | -1 | 0 | nt | nt | 4
COc1ccc(S(=O)(=O)NC(=O)C2(C)CCN2C(=O)COc2ccc(Cl)cc2)cc1OC (stereo not drawn) | -4 | 6 | nt | 0 | -1 | 15 | -5 | -3
CN(C)C(=O)C#Cc1ccccc1 | nt | -16 | 4 | nt | nt | -6 | nt | 12
Cc1[nH]nc(-c2cccnc2)c1N=NN(C)C | nt | 29 | -1 | nt | nt | 71* | nt | 7
C[C@H](NS(=O)(=O)c1ccc(Cl)cc1)C(=O)OCC(=O)N1CCOCC1 | -2 | 2 | 0 | -1 | 1 | -5 | nt | 28
C[C@@H](NC(=O)C[C@H]1CC[C@@H](NC(=O)c2cccnc2)[C@@H](CO)O1)c1ccccc1 | 0 | 10 | 2 | -2 | 3 | 0 | -12 | 8
O=C(COC(=O)/C=C/c1ccco1)NCc1ccco1 | -1 | nt | 0 | 0 | 8 | -3 | 1 | nt
Fc1cc(F)cc(NC(=S)NCCCN2CCOCC2)c1 | 7 | 25 | -2 | -4 | -5 | -13 | -2 | -6
O=C(CCNS(=O)(=O)c1ccccc1)NNC(=O)COc1ccccc1F | -2 | -3 | 6 | 0 | 6 | -4 | 1 | 3
O=c1c2cnn(-c3ccccc3)c2nnn1Cc1ccccn1 | -2 | nt | 0 | 0 | nt | 6 | 3 | nt
CCc1ccc(OCC(=O)N/N=C(\C)c2ccccc2OC(F)F)cc1 | nt | -4 | -3 | nt | -5 | 24 | 7 | -28
O=C(CNCc1ccccc1)Nc1ccc(Oc2ccccc2)cc1 | nt | -10 | nt | nt | nt | 2 | -20 | -51
CCCCNC(=O)C(=O)c1ccccc1NC(C)=O | 0 | nt | -7 | 0 | -7 | nt | nt | nt
O=C(O)c1cc(-c2ccc(/C=N/NC(=S)Nc3ccccc3)o2)ccc1Cl | nt | -23 | nt | nt | nt | -7 | -6 | -4
O=C1c2ccccc2S(=O)(=O)c2cc(C(=O)N3CCN(c4ncccn4)CC3)ccc21 | 4 | -9 | 4 | -1 | 4 | -5 | 14 | 3
Cc1ccc(C)c(N2CCN(S(=O)(=O)c3ccc4c(c3)CC(C)N4C(=O)C3CC3)CC2)c1 (stereo not drawn) | 3 | 9 | 0 | -1 | 44 | 15 | -15 | -7
O=C(NCC1CC1)[C@@H]1[C@@H](CO)[C@@H]2Cn3c(ccc(-c4ccncc4)c3=O)[C@H]1N2CC1CC1 | 1 | -9 | -6 | -3 | 11 | -9 | nt | 21
C[C@H]1CCCCO[C@@H](CN(C)C(=O)c2ccncc2)[C@@H](C)CN([C@@H](C)CO)C(=O)c2cc(NC(=O)c3ccncc3)ccc2O1 | -5 | -16 | 2 | 0 | nt | -15 | 1 | 25
Cc1noc(C)c1NC(=O)Nc1ccc2c(c1)C(=O)N([C@H](C)CO)C[C@H](C)[C@H](CN(C)S(=O)(=O)c1cccs1)OCCCC[C@@H](C)O2 | 2 | 16 | -1 | 53 | -30 | -7 | nt | 6
CC(NC(=O)Nc1ccc(Cl)cc1)C1CCCO1 (stereo not drawn) | nt | -24 | -6 | nt | nt | -69 | 7 | -10
COc1cccc(CCNC(=O)CC2C(=O)NCCN2Cc2ccc(C)o2)c1 (stereo not drawn) | nt | -4 | -21 | -1 | 3 | -1 | 16 | 11
CCC(=O)N(C)C[C@H]1Oc2ncc(-c3ccc(C)cc3)cc2C(=O)N([C@@H](C)CO)C[C@@H]1C | 4 | 15 | -24 | 0 | 28 | nt | -2 | 14
CCCCC1(C)OC(=O)C(=Cc2ccc(-c3ccc(Cl)c(C(=O)O)c3)o2)C(=O)O1 (stereo not drawn) | nt | 1 | -2 | nt | nt | -17 | nt | -7
Cc1cccc2cc(CN(CCN(C)C)C(=S)Nc3ccccc3)c(=O)[nH]c12 | 12 | 16 | 6 | 7 | nt | 15 | -17 | 0
O=C(CSc1nnc(SCc2ccc(Cl)cc2)s1)N/N=C/c1ccccc1C(=O)O | 1 | 7 | 0 | 1 | 14 | 8 | 12 | 5
O=C(NCC1CC1)[C@@H]1[C@@H](CO)[C@@H]2Cn3c(ccc(-c4cccnc4)c3=O)[C@@H]2N1Cc1cocn1 | 2 | -1 | -6 | 1 | 7 | 2 | nt | 3
CCCC1=C([O-])C2N=CC=CC2=[N+](c2ccccn2)C1=O (stereo not drawn) | 2 | 3 | -2 | 1 | 2 | 1 | 12 | 11
C[C@H](CO)N1C[C@H](C)[C@H](CN(C)C)OCCCC[C@H](C)Oc2ccc(NS(=O)(=O)c3cn(C)cn3)cc2C1=O | 0 | -12 | -4 | -2 | nt | 0 | 2 | 18
COCC(=O)N1[C@H](CO)[C@H](c2ccc(C#CCC3CCCC3)cc2)[C@@H]1C#N | 2 | 5 | nt | -4 | -3 | 19 | 4 | -17
COc1cc(OC)cc(C(=O)N2CCCC(Nc3ccc(F)cc3)C2)c1 (stereo not drawn) | 1 | -2 | 7 | 0 | nt | 0 | -6 | 1
N#Cc1ccc(NC(=O)CSc2nc3[nH]c(=O)cc(O)c3s2)cc1 | -2 | -7 | -1 | -1 | 5 | -18 | 6 | 6
COc1ccc([N+](=O)[O-])cc1NC(=O)c1ccc(N2C(=O)CCC2=O)cc1 | nt | 5 | -16 | nt | -14 | 3 | 7 | -11
Cc1cccc(C)c1NC(=O)CNC(=O)c1c(C)nn(C)c1Cl | 2 | 15 | -1 | -4 | 2 | 9 | 35 | 13
COc1ccc(CN([C@H](C)CO)S(=O)(=O)N(Cc2ccccc2)[C@H](CO)C(C)C)cc1 | -6 | 13 | 1 | -2 | -18 | -3 | 0 | -32
Cc1noc(C)c1C(=O)NCCCN1CCCC1=O | -2 | nt | -4 | -2 | 2 | nt | 8 | 6
O=C(CN1C(=O)CSc2ccccc21)N1CCc2ccccc21 | -3 | -11 | 7 | 0 | 9 | nt | -13 | -21
N#Cc1c(C(F)(F)F)cc(-c2cccs2)nc1SC(C(=O)O)c1ccccc1 (stereo not drawn) | -6 | 28 | -4 | 7 | 6 | 21 | 14 | -13
Cc1[nH]n(-c2ccccc2)c(=O)c1C(c1cccc([N+](=O)[O-])c1O)c1c(C)[nH]n(-c2ccccc2)c1=O | nt | 2 | 1 | nt | nt | 35 | nt | -22
COc1cc(/C=N/NC(=S)N/N=C/c2cc(OC)c(OC)c(OC)c2)cc(OC)c1OC | nt | -34 | 1 | nt | -12 | -10 | nt | 19
COc1ccc(C(=O)N2CCN(S(=O)(=O)c3ccc(Br)cc3)CC2)cc1 | 5 | -18 | -2 | 1 | -2 | 1 | -10 | -24
Cc1cc(S(=O)(=O)N2CCCC2)ccc1OCC(=O)NCc1ccccc1 | 4 | -3 | -2 | 1 | nt | 8 | -3 | 12
CC(=O)Nc1ccc(S(=O)(=O)N(C)CC(=O)Nc2ccccc2N2CCOCC2)cc1 | -1 | nt | -3 | 1 | 16 | nt | -7 | nt
CCCC(=O)Nc1nnc(CCc2ccccc2)s1 | -3 | -5 | 0 | 5 | 3 | -3 | 19 | 8
O=Cc1cn(CCOc2ccccc2F)c2ccccc12 | -2 | -12 | -1 | -8 | 8 | 6 | 3 | nt
O=C(NCCOc1ccccc1)C(=O)c1c[nH]c2ccccc12 | 5 | -64 | -6 | -2 | -6 | -41 | 2 | -24
COc1ccc2nc(C)cc(N/N=C/c3ccc(F)cc3)c2c1 | -7 | 69* | 7 | 3 | 14 | 33 | 94* | 3
COc1ccccc1N(CC(=O)NCCSc1ccccc1)S(=O)(=O)c1ccccc1 | -2 | 7 | -7 | -5 | nt | -9 | -8 | -20
O=C(N/C=N/OCc1ccc(Cl)cc1Cl)NOCc1ncc(C(F)(F)F)cc1Cl | -5 | nt | -1 | 0 | -16 | nt | -10 | nt
Cc1cc2cc(CNC(=S)NC3CCCCC3)ccc2[nH]1 | nt | -13 | 1 | nt | nt | 5 | nt | -1
Cc1cccc(N(C)C(=O)c2cc(S(=O)(=O)N3CCc4ccccc43)cn2C)c1 | -6 | 8 | 2 | -1 | -23 | 0 | nt | 2
O=C(c1ccc2c(c1)OCO2)N1CCN(c2ccc(C(F)(F)F)cn2)CC1 | nt | 3 | -23 | nt | nt | 132* | nt | -32
N#CC(c1ccc(Cl)nn1)c1c(F)cccc1Cl (stereo not drawn) | nt | 10 | -9 | nt | nt | 20 | -5 | -12
COCCOC(=O)c1c(NC(=O)COC(=O)c2ccc(C)o2)sc(C(N)=O)c1C | -4 | 17 | -1 | 1 | -2 | 1 | -3 | -3
O=C(N/N=C/c1ccc([N+](=O)[O-])cc1)c1cccc2cc[nH]c12 | nt | -7 | -1 | nt | nt | -15 | nt | 21
(next part)
SMILES | PglD DTNB | LGR2 inh | ARNT-TACC3 inh | Cneo AK release | C2C12 statin | PAX8 inh HTS | PGC1a acetyl inh | GSIS activator
COc1cccc(-c2csc(N3CCN(C(=O)NC45CC6CC(CC(C6)C4)C5)CC3)n2)c1 | -1 | nt | 0 | 2 | -7 | nt | -2 | nt
CC(=O)c1cccc(NC(=O)Nc2ccc(C)cc2)c1 | 4 | -57 | -1 | -5 | -24 | nt | -1 | 2
Cc1ccc(N(CC(=O)Nc2cccc(N(C)S(C)(=O)=O)c2)S(C)(=O)=O)cc1 | -3 | nt | -2 | 3 | 0 | nt | -10 | 3
COc1ccc(N2CCN(c3cc(C(=O)Nc4cc(OC)c(OC)c(OC)c4)ncn3)CC2)cc1OC | -1 | 2 | nt | -2 | -10 | 14 | -14 | 9
COc1ccccc1C(CCN(Cc1cccs1)C(C)=O)c1ccco1 (stereo not drawn) | -1 | nt | 2 | 0 | -2 | 4 | -7 | nt
COc1ccc(S(=O)(=O)Nc2ccc3c(c2)C(=O)N([C@@H](C)CO)C[C@H](C)[C@H](CN(C)S(=O)(=O)c2cccs2)OCCCC[C@H](C)O3)cc1 | 0 | 25 | 13 | 0 | 7 | 44 | -3 | -4
C/C=C/c1ccc([C@H]2[C@H](CO)N(C(=O)CC)[C@H]2CNC(=O)CC2CC2)cc1 | 0 | 2 | nt | nt | -12 | -13 | -5 | -8
Nn1c(SCC(=O)N2CCCC2=O)nnc1-c1cccs1 | nt | 5 | -3 | nt | nt | -13 | nt | 20
